Source: PubChem
Fam108B inh – counter-screen for RBBP9 inhibitors: inhibitors of mouse Fam108B; inhibition, % at 9.51 µM; recombinant Fam108B, FP-Rh probe fluorescence polarization; hit rate 0.33% among 300,000; AID 1947;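 active = inhibition above the screen mean inhibition plus 3 SD, computed separately per campaign, cut at about 18% in these data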;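 also: inhibitors lower polarization as less probe binds the enzyme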
GLD-1 RNA inh – GLD-1-TGE RNA interaction inhibition (C. elegans); AID 2280; hit rate 0.44% among 320,000; Q17339; inhibition, % at 5.96 µM; purified GLD-1 + fluorescein TGE RNA, fluorescence polarization;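 active = percent inhibition above a per-plate cutoff, the plate mean of test compounds plus 3 SD, cut at about 30% in these data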;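 also: 0% = DMSO wells with GLD-1 and probe and 100% = wells lacking GLD-1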
Efflux pump mplx – blocks antifungal efflux pumps in multiplex yeast assay | inhibition, % at 10 µM | AID 485275 | hit rate 0.44% among 330,000 | S. cerevisiae Candida pump triplex, Nile Red efflux;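 active = plate passing quality check with inhibition over a set limit, or well fluorescence over plate mean plus 4 SD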;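 also: Nile Red retained in pooled yeast measured as flow cytometry median fluorescence; 0% = buffer negative control and 100% = Enniatin B positive control; higher means more Nile Red kept so more efflux inhibition; some compounds called inactive have numbers as strong as hits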
MCL1-BIM inh – inhibitors of human MCL1 binding to BIM-BH3 peptide. Q07820. GST-MCL1 / FITC-Bim-BH3 fluorescence polarization. inhibition, % at 10.9 µM. hit rate 0.68% among 320,000. AID 2057;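 active = inhibition above the mean inhibition of all tested compounds plus 3 SD, set per campaign, cut at about 40% in these data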;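 also: 0% = DMSO wells and 100% = unlabeled Bim-BH3 peptide control; higher means more loss of mP so more displacement of Bim peptide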
VLA-4 inh – inhibition in a human VLA-4 binding assay; P13612; VLA-4 expressing cells, ligand binding flow cytometry; inhibition, % (about 7 µM as worked out from the volumes in the protocol); hit rate 0.2% among 330,000; AID 2557; in the data active = inhibition above about 50%
Target sequence (P13612 whole entry, looked up): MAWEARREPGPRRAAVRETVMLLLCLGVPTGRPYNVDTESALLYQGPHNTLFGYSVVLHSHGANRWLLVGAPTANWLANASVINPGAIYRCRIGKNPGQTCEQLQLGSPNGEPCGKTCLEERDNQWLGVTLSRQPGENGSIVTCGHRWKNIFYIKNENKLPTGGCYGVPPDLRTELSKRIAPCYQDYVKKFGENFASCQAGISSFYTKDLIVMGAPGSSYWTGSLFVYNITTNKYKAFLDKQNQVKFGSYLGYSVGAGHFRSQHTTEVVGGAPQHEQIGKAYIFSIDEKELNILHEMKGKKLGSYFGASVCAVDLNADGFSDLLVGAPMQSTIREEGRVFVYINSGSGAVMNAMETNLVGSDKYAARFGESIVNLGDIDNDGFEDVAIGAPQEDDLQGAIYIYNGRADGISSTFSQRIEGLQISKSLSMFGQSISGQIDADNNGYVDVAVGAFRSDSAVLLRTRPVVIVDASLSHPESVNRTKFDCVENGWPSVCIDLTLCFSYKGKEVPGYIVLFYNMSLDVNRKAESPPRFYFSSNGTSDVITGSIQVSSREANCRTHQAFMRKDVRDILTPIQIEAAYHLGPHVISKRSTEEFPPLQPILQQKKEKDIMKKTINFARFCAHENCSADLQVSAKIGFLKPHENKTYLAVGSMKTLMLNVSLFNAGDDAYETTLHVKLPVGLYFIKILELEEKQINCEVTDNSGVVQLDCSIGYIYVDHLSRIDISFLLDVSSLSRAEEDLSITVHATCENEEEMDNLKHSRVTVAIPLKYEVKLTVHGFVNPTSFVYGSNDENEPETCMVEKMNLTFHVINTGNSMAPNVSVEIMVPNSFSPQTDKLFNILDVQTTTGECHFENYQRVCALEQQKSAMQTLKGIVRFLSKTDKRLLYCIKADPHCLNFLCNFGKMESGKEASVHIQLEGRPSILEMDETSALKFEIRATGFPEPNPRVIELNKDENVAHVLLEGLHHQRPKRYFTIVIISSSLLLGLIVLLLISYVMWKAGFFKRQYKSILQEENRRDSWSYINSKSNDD
BCLXL inh – inhibitors of human Bcl-xL; Q07817; GST-Bcl-xL / FITC-Bim BH3 peptide fluorescence polarization; inhibition, % at 10.9 µM; hit rate 0.7% among 320,000;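 active = inhibition above the mean of all tested compounds plus 3 SD, cutoff set per campaign, cut at about 30% in these data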;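 also: 0% = DMSO wells and 100% = unlabeled Bim-BH3 peptide competitor; inhibitors lower millipolarization by displacing the labeled peptide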
MEX-5 binding – C. elegans MEX-5 TCR-2 RNA binding activity; Q9XUB2; MEX-5/FITC-TCR2 RNA binding, fluorescence polarization; stronger effect = lower value; activity score (negative = inhibition of binding), % at 10 µM; hit rate 0.38% among 300,000; AID 1832;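 active = inhibition past about -25% in most replicates, and total fluorescence under double the plate's negative control median, limit read from the data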;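 also: 0% = DMSO and -100% = 5 µM competing unlabeled TCR2 RNA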
PME-1 primary – blocks human protein phosphatase methylesterase 1 | hit rate 0.53% among 320,000 | inhibition, % at 5.9 µM | recombinant PME-1, FP-Rh probe fluorescence polarization | Q9Y570;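 active = inhibition above the campaign mean of all compounds plus 3 SD, cut at about 26% in these data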;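 also: competitive labeling of PME-1 active site by serine hydrolase directed probe; 0% = PME-1 with DMSO and 100% = wells lacking PME-1 enzyme; inhibitors block probe labeling so polarization falls and inhibition rises; many of its hits are not listed in these tables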
GRK2 aptamer HTS – human GRK2 inhibition via aptamer displacement; hit rate 0.59% among 330,000; bead flow cytometry, FAM-aptamer displacement from GRK2; inhibition of aptamer binding, % at 10 µM;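 active = inhibition of aptamer binding above 40%, roughly 3 SD of noise, on plates passing a quality check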;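 also: median bead fluorescence of bound FAM aptamer so fluorescent compounds give negative values; no value below 0 was filed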
The depositor's hits bear a star; . = not tested or not shown. Some of the compounds tested, so the mix of outcomes need not match the whole.

Preview (five entries):
SMILES	Fam108B inh	GLD-1 RNA inh	Efflux pump mplx	MCL1-BIM inh	VLA-4 inh	BCLXL inh	MEX-5 binding	PME-1 primary	GRK2 aptamer HTS
O=C(Cn1cnc2c(OCc3ccccc3)ncnc21)NCCCc1ccccc1	.	0	0.1	.	-12	.	.	.	0
NN=C(c1cccc([N+](=O)[O-])c1)c1cccc([N+](=O)[O-])c1	1	-3	0.2	6	16	5	2.3	6	0
COc1ccc(CCNC(=O)COC(=O)c2cc(S(=O)(=O)N3CCCC3)ccc2O)cc1	.	1	0.1	-1	5	-1	.	0	4
O=C(O)/C=C/c1cnc2ccccc2c1	3	-6	0.0	-1	-8	5	1.0	-1	0
COc1ccc(-n2c(Cc3cccn3C)nnc2SCC(=O)Nc2ccc3c(c2)OCCO3)cc1	-2	2	-0.2	-5	18	-3	-5.6	-5	3

The whole of this part (from the top)
SMILES	Fam108B inh	GLD-1 RNA inh	Efflux pump mplx	MCL1-BIM inh	VLA-4 inh	BCLXL inh	MEX-5 binding	PME-1 primary	GRK2 aptamer HTS
O=C(Cn1cnc2c(OCc3ccccc3)ncnc21)NCCCc1ccccc1	.	0	0.1	.	-12	.	.	.	0
NN=C(c1cccc([N+](=O)[O-])c1)c1cccc([N+](=O)[O-])c1	1	-3	0.2	6	16	5	2.3	6	0
COc1ccc(CCNC(=O)COC(=O)c2cc(S(=O)(=O)N3CCCC3)ccc2O)cc1	.	1	0.1	-1	5	-1	.	0	4
O=C(O)/C=C/c1cnc2ccccc2c1	3	-6	0.0	-1	-8	5	1.0	-1	0
COc1ccc(-n2c(Cc3cccn3C)nnc2SCC(=O)Nc2ccc3c(c2)OCCO3)cc1	-2	2	-0.2	-5	18	-3	-5.6	-5	3
Cc1ccccc1CN1CCN(C(=O)c2cc(-c3ccncc3)nc3ccccc23)CC1	-4	4	-0.1	-3	-15	-1	0.9	4	17
Fc1ccc(-n2cc(CNCCc3ccccn3)c(-c3ccccc3Cl)n2)cc1	1	0	0.0	3	21	4	7.8	7	0
CN1C(=O)/C(=N\OC(=O)c2cccc3ccccc23)c2ccccc21	-3	3	-0.1	-1	66*	0	0.1	-19	4
O=c1c(-c2ccc(O)cc2)coc2c(C3O[C@H](CO)[C@@H](O)[C@H](O)[C@H]3O)c(O)ccc12 (stereo partly drawn)	-3	-1	0.0	2	7	3	-4.3	0	3
CCCOc1ccccc1Cn1c(=O)oc2ccccc21	-4	17	0.3	-6	1	-5	2.5	-1	0
NS(=O)(=O)c1ccc(N/C=C/C(=O)c2ccc(Br)cc2)cc1	1	-3	1.9	-2	1	-2	-4.5	0	0
CCc1ccc(NC(=O)CSC2=C(C#N)C(c3ccco3)C3=C(CCCC3=O)N2)cc1 (stereo not drawn)	2	11	0.1	4	-10	8	0.8	3	0
COC1=CC(=O)CC(C)C12Oc1cc(OC)cc(OC)c1C2=O (stereo not drawn)	0	8	0.1	3	-6	5	-0.5	3	0
O=C(CN1CCOCC1)Nc1ccc(OC(F)(F)F)cc1	0	0	0.0	2	8	1	0.5	-1	1
Cc1c(C)c2ccc(OCC(=O)N[C@@H](Cc3ccccc3)C(=O)O)cc2oc1=O	-1	10	0.1	1	36	-2	1.5	5	0
O=C(NCc1ccc(Cl)cc1)C1CCCN1C(=O)Nc1ccc(F)cc1 (stereo not drawn)	6	10	0.1	-2	2	7	-0.6	-1	4
COc1ccc(CN(C)CC(O)COc2ccc(C(=O)c3ccccc3)cc2)c(OC)c1OC (stereo not drawn)	-2	10	0.1	-1	1	3	2.0	3	0
Fc1ccc(CNCc2ccc3c(c2)OCO3)cc1	0	-5	0.0	10	0	4	1.4	0	.
N#CC1=C2SCC(O)(c3ccccc3)N2C(=O)CC1c1ccccc1F (stereo not drawn)	2	6	-0.1	2	24	7	-2.4	0	0
CNc1nc(Sc2ccccc2)cc(C(F)(F)F)n1	2	3	-0.1	-1	-3	5	0.5	-1	1
COc1ccc(/C=N/N=C2/CC(C)(C)Cc3n[nH]c(=O)cc32)cc1	-2	120*	0.0	155*	1	138*	-81*	7	0
CC(=O)Nc1cccc(/C(C)=N/NS(=O)(=O)c2ccc(C)cc2)c1	2	2	0.2	4	20	6	0.2	-6	0
Cc1ccc(F)cc1S(=O)(=O)Nc1cccc(C(=O)N2CCCC(C(N)=O)C2)c1 (stereo not drawn)	.	1	0.2	-2	2	0	.	-3	1
CCCN(CCC)c1cc(Cl)nc(N)n1	1	-1	0.0	2	0	4	-3.0	6	0
CCOc1ccccc1C(=O)N(Cc1cccs1)C1CCS(=O)(=O)C1 (stereo not drawn)	1	-1	0.1	6	30	3	0.1	1	1
COc1ccc(S(=O)(=O)Nc2nnc(CC(C)(C)C)s2)cc1	-4	3	0.1	2	6	3	0.8	-5	1
CN1C=CC=C/C1=C1/N=C(c2ccccc2)OC1=O	-5	-3	0.5	3	6	7	2.1	1	0
COc1ccc(-c2c(C#Cc3ccsc3)c3cc(-c4ccc5cc[nH]c5c4)ccc3n2C)cc1	.	-6	0.2	.	11	.	.	.	3
CCN(Cc1ccncc1)C(=S)Nc1c(C)cccc1C	-5	37*	-0.1	47*	5	44*	-0.6	-12	3
CC(=O)c1sc(NC(=O)c2cc(-c3ccccc3)nn2-c2ccccc2)nc1C	-2	-4	0.2	5	3	4	1.3	-5	1
Cc1ccsc1/C=N/NC(=O)C1CC(=O)N(c2ccccc2)C1 (stereo not drawn)	7	0	0.1	-6	2	2	-2.1	6	0
COc1ccc(/C=C/C=C2\NC(=S)NC2=O)cc1	-1	-17	0.5	-12	5	-7	-17	1	9
O=C1Nc2ccccc2C(=O)N2CCCCC12 (stereo not drawn)	-3	5	0.0	10	1	6	2.0	5	0
COc1ccc(CCN(C)C(=O)Cn2c(=O)oc3ccccc32)cc1OC	1	8	-0.1	-4	10	-4	2.6	-3	0
Cc1ccccc1NS(=O)(=O)c1ccc(C(=O)NN2CCCCC2)cc1	2	3	-0.2	-2	7	3	-0.5	3	1
Cc1ccc(C(=O)N2CCN(C(=O)CN3CCOCC3)C2)cc1	0	-2	0.0	6	27	1	-1.0	-1	0
CCOC(=O)c1snc(C(=O)NC2CCCCC2)c1N	0	-2	0.1	3	1	4	-1.5	-3	0
O=C(Cc1ccccc1)Nn1c(-c2ccccc2)nc2ccccc2c1=O	-2	8	0.1	3	-10	3	4.4	1	1
COc1ccc(-c2ccc(NCCC3=CCCCC3)nn2)cc1OC	-4	-4	0.0	0	-1	7	0.5	1	0
CCOC(=O)/C(C#N)=C\c1cn(C)c2ccccc12	-1	5	0.1	6	-1	1	0.6	8	0
CSc1ccccc1NC(=O)CN(C)C(=O)c1cccc(S(=O)(=O)N(C)C)c1	4	-2	0.1	-4	-17	-1	2.5	-1	0
Cc1c(Cl)ccc2c1NC(=O)[C@]21N[C@@H](CCC(N)=O)[C@H]2C(=O)N(c3ccc(F)cc3)C(=O)[C@H]21	-1	4	0.0	0	4	0	-4.9	0	15
Cc1ccc(NS(=O)(=O)c2ccc3[nH]c(=O)sc3c2)cc1	5	3	0.0	-5	9	4	0.3	5	0
C=CCn1c(SCC(=O)Nc2nnc(CC)s2)nnc1-c1ccncc1	-6	-4	-0.1	2	0	-1	-0.2	2	7
Cc1cccc(CC2SC(N)=NC2=O)c1 (stereo not drawn)	-3	-2	-0.1	10	1	9	-1.4	-1	0
Cc1cc(SCc2ccccc2)nc(=O)[nH]1	-5	-8	0.4	-3	14	-3	0.4	1	1
O=C(C[C@@H]1C/C=C/CC[C@H](Cc2ccc(F)cc2)C(=O)OC[C@@H](Cc2ccccc2)NC1=O)N[C@H](CO)Cc1ccccc1	.	3	0.0	.	10	.	.	.	5
COC(=O)C1=C(C)N(CCCC(=O)O)C(=O)NC1c1ccc(Br)cc1 (stereo not drawn)	-2	-1	-0.1	-4	4	0	1.7	5	3
COc1ccc(CNS(=O)(=O)CCNC(=O)c2ccccc2)cc1	0	-2	-0.1	13	-3	7	-0.2	-1	0
CC1CN(C(=O)c2ccc(COc3ccccc3Cl)o2)CC(C)O1 (stereo not drawn)	2	2	0.0	1	8	-6	-6.4	13	2
Later entries:
SMILES	Fam108B inh	GLD-1 RNA inh	Efflux pump mplx	MCL1-BIM inh	VLA-4 inh	BCLXL inh	MEX-5 binding	PME-1 primary	GRK2 aptamer HTS
COc1cccc(NC(=O)CN(C)C(=O)CN2C(=O)NC3(CCCC3)C2=O)c1	1	2	0.0	-6	4	3	1.6	1	0
Cc1nn(C)cc1CN(C)C(=O)c1cc(COc2ccc(F)cc2F)on1	5	12	-0.3	7	7	5	2.5	3	3
Cc1ccc(C)c(N2CCN(S(=O)(=O)CC34CCC(CC3=O)C4(C)C)CC2)c1 (stereo not drawn)	3	1	0.2	9	10	4	1.2	4	3
COc1ccc([C@H]2CC(=O)C=C(c3ccc(C)cc3)C2)cc1OC	.	1	-0.2	2	0	0	.	-1	1
COc1ccc(CNC(=O)CCCn2ccc3cc(S(=O)(=O)N4CCCC4)ccc32)cc1	-4	-2	-0.1	11	16	4	-2.9	12	2
O=C(CN1C(=O)CCOc2ccccc21)Nc1ccc(Cl)c(S(=O)(=O)N2CCOCC2)c1	.	-1	0.0	-12	3	-4	.	-3	2
CC(=O)Nc1cc(C)c2nc(NC(C)=O)sc2c1	0	-4	-0.1	-1	9	-2	-2.8	-2	0
COc1cc2[nH]c(C(=O)N(C)Cc3ccccc3)cc2c(OC)c1OC	4	-1	0.0	3	9	-1	0.1	-3	2
CCCSC(=S)c1c(C)[nH]n(-c2ccccc2)c1=O	-3	2	0.0	-6	18	1	-1.9	2	2
CC(NC(=O)CSc1nc2c(cc1C#N)CN(C)CC2)c1ccccc1 (stereo not drawn)	0	36*	0.1	45*	-9	37*	-6.0	6	0
Nc1ccc(Nc2nc(-c3cc4ccccc4oc3=O)cs2)cc1	5	-1	0.1	4	-7	3	-0.4	9	3
Nc1ccc(S(=O)(=O)Nc2nccc(/C=C/c3ccc([N+](=O)[O-])cc3)n2)cc1	-1	-1	0.0	-7	-2	-3	0.9	0	0
N/C(=N\OC(=O)Cc1ccccc1)c1ccncc1	0	0	0.1	-1	3	-2	-2.0	1	1
NC(=O)c1nsc(C(=O)N(Cc2cccnc2)C(C(=O)NCc2ccccc2)c2ccc(O)cc2)c1N (stereo not drawn)	1	4	-0.1	-8	10	6	-1.5	-6	1
COc1ccc(-n2c3c(cc(C#N)c2=O)C(=O)CCC3)cc1	1	1	0.0	-7	0	0	2.8	5	0
Cc1ccc(S(=O)(=O)N2CCC(=O)N(C(COCc3ccc(C(F)(F)F)cc3)C(C)C)CC2)cc1 (stereo not drawn)	3	5	0.0	6	-1	-1	0.0	2	1
CCN1CCN(S(=O)(=O)c2c(C)cc(C)cc2C)CC1	3	-1	0.2	-7	4	0	-0.7	-9	0
CCn1c(SCC(=O)N(C)C2CCS(=O)(=O)C2)nnc1-c1ccccc1 (stereo not drawn)	0	-5	-0.1	3	2	-11	-0.8	0	0
CCCCn1c(N)c(N(C)C(=O)c2ccc(OCC3CCCO3)cc2)c(=O)[nH]c1=O (stereo not drawn)	.	3	-0.3	4	-4	2	.	-1	0
CC1(C)CC(=O)C(/C=N/n2c(C(F)(F)F)nc3ccccc3c2=O)=C(O)C1	-2	8	0.1	10	14	0	-0.9	2	0
COc1ccc(COC(=O)N/N=C(\C)CC(=O)Nc2ccc(Cl)cc2)cc1	0	3	0.0	-3	14	1	0.9	4	0
